Assay outcomes as filed in PubChem.
LMNA splice mod – qHTS Assay for Modulators of Lamin A Splicing; HeLa LMNA splicing GFP/RFP minigene ratio, 48 h; Potency, µM (titrated, usually from 46.1 µM), for the others: at the highest dose ratio change, negative = inhibition, hits mostly inhibitors; 200,000 compounds, 0.01% hits; active means well fitted inhibition curve with a large enough effect in the signal ratio, with a control signal flat, not every such curve was filed as active; inconclusive means small, poorly fitted or top-dose-only effect, or effect the other way, or a change in a side signal; the % refers to the signal ratio; further: potency means the concentration at half of the fitted maximal effect; on the % scale 0 is the no-effect control and ±100 the full control effect
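Read-out is the ratio of GFP to DsRed2 object intensity, acquired by 488 nm laser-scanning cytometry on HeLa lamin A-EGFP minigene reporter cells. Compound incubation 48 hrs at 37 °C in Opti-MEM with 2% FBS; DMSO 0.5% final.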
CBFb-RUNX1 inh – qHTS Assay for Compounds Blocking the Interaction Between CBF-beta and RUNX1 for the Treatment of Acute Myeloid Leukemia. AlphaScreen CBFb-His/RUNX1-biotin binding, biochemical. Potency, µM (top dose mostly 59.8 µM), without a hit: at the top dose activity, negative = inhibition, actives largely listed as inhibitors. Runt-related transcription factor 1 (Homo sapiens) + Core-binding factor subunit beta …. 230,000 tested, under 10 active; further: % of control where 0% means no effect
Target sequence (Q01196 whole entry, looked up): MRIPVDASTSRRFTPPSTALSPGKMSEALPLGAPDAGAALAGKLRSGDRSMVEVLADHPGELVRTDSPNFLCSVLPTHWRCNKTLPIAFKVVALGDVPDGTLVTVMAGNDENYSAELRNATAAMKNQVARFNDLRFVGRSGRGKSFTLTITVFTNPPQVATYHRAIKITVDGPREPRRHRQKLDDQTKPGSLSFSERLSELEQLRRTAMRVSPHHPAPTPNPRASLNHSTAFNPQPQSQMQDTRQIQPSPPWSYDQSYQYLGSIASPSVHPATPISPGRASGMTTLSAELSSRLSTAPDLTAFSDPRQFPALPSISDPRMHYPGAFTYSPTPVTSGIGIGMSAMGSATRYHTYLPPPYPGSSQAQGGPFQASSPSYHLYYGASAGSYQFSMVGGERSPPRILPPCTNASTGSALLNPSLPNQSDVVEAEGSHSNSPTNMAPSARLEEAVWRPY
Target sequence (Q13951 whole entry, looked up): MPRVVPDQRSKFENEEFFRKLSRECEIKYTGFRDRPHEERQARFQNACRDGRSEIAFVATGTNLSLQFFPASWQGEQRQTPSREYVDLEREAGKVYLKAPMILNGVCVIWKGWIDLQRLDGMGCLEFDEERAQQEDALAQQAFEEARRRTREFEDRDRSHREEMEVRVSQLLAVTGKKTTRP
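Proteins preincubated together for 20 min at RT before compound addition; 15 min later, nickel and streptavidin beads were added and left 90 min prior to AlphaScreen measurement.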
HTT cytoprotect – qHTS Multiplex Assay to Identify Dual Action Probes in a Cell Model of Huntington: Cytoprotection (ATP) | PC12 HTT-Q103 induced, cytoprotection, ATP luminescence, 40 h | Potency, µM (doses to about 56.4 µM), inactives show cytoprotection (ATP increase), usual class: activators | 230,000 compounds, 0.14% hits;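 further: potency means the concentration at half of the fitted maximal effect; % of control where 0% means no effect; nearly all actives have a fitted effect of over 45% in size; toxic huntingtin expression switched on by the ecdysone agonist tebufenozide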
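Stable PC12 Q103-GFP cells in serum-supplemented, phenol red-free DMEM; induction by tebufenozide at 100 nM final; compound dose series; cell viability quantified luminescently from ATP.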
HTT aggregate – qHTS Multiplex Assay to Identify Dual Action Probes in a Cell Model of Huntington: Aggregate Formation (GFP); PC12 HttQ103-GFP aggregates, Acumen cytometry, 40 h; 220,000 compounds, 1.1% hits; Potency, µM (doses to about 46.1 µM), without a hit: at the top dose activity change, negative = inhibition, hits mostly inhibitors; AID 1688, 2009; further: potency means the concentration at half of the fitted maximal effect; on the % scale 0 is the no-effect control and ±100 the full control effect; nearly all actives have a fitted effect of over 60% in size
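Using laser scanning cytometry, GFP-positive aggregates were counted after lysis of PC12 cells induced with 100 nM tebufenozide to express HTT exon 1 Q103–GFP. Compounds were tested in titration.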
IMPase Li inh – qHTS Assay for Identifying the Cell-Membrane Permeable IMPase Inhibitors: Potentiation with Lithium; CHO-M1 cells, IP1 TR-FRET (IP-One), carbachol + lithium; Potency, µM (series often up to 59.4 µM), for inactives: top-dose activity, negative = IMPase inhibition, usual class: inhibitors; 210,000 compounds, 0.35% hits; AID 1457, 2008;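 further: IP1 builds up when IMPase is blocked and the TR-FRET signal falls; potency means the concentration at half of the fitted maximal effect; plate controls were basal vehicle for no effect and high inhibitor control for full effect; nearly all actives have a fitted effect of over 50% in size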
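CHO cells stably expressing M1 receptor (2000/well, cultured 16–30 h) treated 30 min at 37C with compound plus low lithium. Cytosolic IP1 by TR-FRET (665/620 ratio and 620 channel) after 10 min lysis; AC50 by Hill fit.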
SMN2 splice up – qHTS Assay for Enhancers of SMN2 Splice Variant Expression; HEK293 SMN2-luciferase splicing reporter, luminescence, 30-36 h; Potency, µM (doses to about 46.1 µM), without a hit: top-dose activity change, positive = activation, most hits filed as activators; 210,000 compounds, 2.8% hits; AID 1458, 2008; further: potency means the concentration at half of the fitted maximal effect; % of control where 0% means no effect; nearly all actives have a fitted effect of over 55% in size
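HEK293 cells carry an SMN2 […]–luciferase reporter in which exon 7 inclusion puts luciferase in frame. Cells were plated 10-12 h before compound addition, then incubated 30-36 h at 37C. ONE-Glo luminescence was read; sodium butyrate at 4.5 mM final served as control.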
KinaseGlo FLuc – Counterscreen for Luciferase (Kinase-Glo TM) Inhibition; Luciferin 4-monooxygenase (Photuris pensylvanica), Q27757; Kinase-Glo luciferase, ATP luminescence, 8 min; Potency, µM (series often up to 38.3 µM), for the others: at the highest dose activity change, negative = inhibition, usual class: inhibitors; 200,000 compounds, 0.28% hits; AID 1379, 2008; further: potency means the concentration at half of the fitted maximal effect; on the % scale 0 is the no-effect control and ±100 the full control effect; nearly all actives have a fitted effect of over 60% in size
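Compounds were added to a substrate mix at pH 7.2 (50 mM imidazole, 10 uM ATP, within the enzyme's linear range), followed by Kinase-Glo detection reagent; luminescence was measured after 8 minutes at ambient temperature.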
The depositor's hits bear a star; [ ] = remark or other dose. Unless noted, the call rests on the fitted dose curve; in most records, active means well fitted curve in the direction sought with a large enough effect; inconclusive means small, poorly fitted or top-dose-only effect, or another doubt; inactive means no such curve, though single readings can be large; an effect the other way counts as inactive or inconclusive.

Results for CC(C)CNS(=O)(=O)c1ccc(CCC(=O)NCc2ccco2)cc1 ?
LMNA splice mod: -1.9%; CBFb-RUNX1 inh: 10.6%; HTT cytoprotect: 0.2%[1.9 µM]; HTT aggregate: 9.2%; IMPase Li inh: 11.6%; SMN2 splice up: -1.4%; KinaseGlo FLuc: -1.6%

Results for CCn1c2ccccc2c2cc(NC(=O)CSc3nnnn3-c3ccccc3)ccc21 ?
LMNA splice mod: 8.6%; CBFb-RUNX1 inh: -2.2%; HTT cytoprotect: -11.3%[0.074 µM]; HTT aggregate: 2.7%; IMPase Li inh: -19.4%[38.3 µM]; SMN2 splice up: -36.5%; KinaseGlo FLuc: 0.7%

What do the screens show for `O=C(O)CNC(=O)/C=C/c1c(Cl)cccc1Cl`?
LMNA splice mod: -5.6%[46 µM]; CBFb-RUNX1 inh: -3.3%; HTT cytoprotect: -8.5%[10 µM]; HTT aggregate: -8.7%; IMPase Li inh: -8.8%; SMN2 splice up: -1.0%; KinaseGlo FLuc: -5.2%

Results for CCOC(=O)C1CCCN(c2nc3ccccc3nc2C(C#N)C(=O)OCC)C1 (configuration not stated) ?
LMNA splice mod: -5.4%; CBFb-RUNX1 inh: 10.3%; HTT cytoprotect: -26.7%; HTT aggregate: -22.2%; IMPase Li inh: 7.5%[38.3 µM]; SMN2 splice up: -6.3%; KinaseGlo FLuc: 15.3%

How did O=C(CN(CC1CCCO1)C(=O)CNS(=O)(=O)c1ccccc1)NCc1ccccc1 (configuration not stated) do in these assays?
LMNA splice mod: 3.6%; CBFb-RUNX1 inh: 5.1%; HTT cytoprotect: 4.9%[10 µM]; HTT aggregate: -9.7%; IMPase Li inh: 21.3%[38.3 µM]; SMN2 splice up: -7.7%; KinaseGlo FLuc: 2.2%

Results for O=C(c1cc(-c2ccc(Cl)c(Cl)c2)on1)N1CCCCC1 ?
LMNA splice mod: -7.6%; CBFb-RUNX1 inh: -0.6%; HTT cytoprotect: -25.2%; HTT aggregate: -7.4%; IMPase Li inh: 0.1%[38.3 µM]; SMN2 splice up: 22.4µM*; KinaseGlo FLuc: -6.4%

Results for Cc1ccc(CSc2ccc3nnc(-c4ccccn4)n3n2)cc1 ?
HTT aggregate: 27.5%; IMPase Li inh: -4.4%; SMN2 splice up: 8.4%; KinaseGlo FLuc: 0.0%

Results for CCN(CC)S(=O)(=O)c1ccc(C(=O)Nc2nnc(-c3ccco3)o2)cc1 ?
LMNA splice mod: 24.3%[9.22 µM]; CBFb-RUNX1 inh: -14.5%; HTT cytoprotect: -21.4%; HTT aggregate: -30.1%; IMPase Li inh: 3.1%; SMN2 splice up: -67.8%[inhibitor]; KinaseGlo FLuc: 0.5%

What do the screens show for `Cc1nc(S/C(=C\c2ccc(-c3ccc(C(=O)O)c(Cl)c3)o2)C(=O)O)n[nH]1`?
CBFb-RUNX1 inh: inconclusive; HTT cytoprotect: 6.7%[10 µM]; HTT aggregate: -9.0%[9.22 µM]

What do the screens show for `Cn1c2ccccc2c(=O)c2c(=O)n(-c3ccccc3)c(C3CCCCC3)nc21`?
LMNA splice mod: 2.1%; CBFb-RUNX1 inh: -3.1%; HTT cytoprotect: -28.8%[10 µM]; HTT aggregate: -2.1%; IMPase Li inh: 7.6%; SMN2 splice up: -30.9%[inhibitor]; KinaseGlo FLuc: -1.1%

Results for O=C(CNC1C(=O)Nc2ccccc21)Sc1ccccc1 (configuration not stated) ?
LMNA splice mod: 3.6%; CBFb-RUNX1 inh: -26.5%; HTT cytoprotect: -15.6%; HTT aggregate: -21.3%; IMPase Li inh: 14.9%[38.3 µM]; SMN2 splice up: 14.7%; KinaseGlo FLuc: -1.2%

Results for Cc1c(NC(=O)CC(C)C)c(=O)n(-c2ccccc2)n1C ?
LMNA splice mod: 6.6%; CBFb-RUNX1 inh: 2.1%; HTT aggregate: -11.0%; IMPase Li inh: -11.0%; SMN2 splice up: -8.0%; KinaseGlo FLuc: -3.0%

How did COc1ccc(NC(=O)c2ccc(CNc3c(NC4CCCCC4)c(=O)c3=O)cc2)c(OC)c1 do in these assays?
LMNA splice mod: 0.0%; CBFb-RUNX1 inh: -3.6%; HTT cytoprotect: -37.4%; HTT aggregate: 0.3%; IMPase Li inh: 11.1%[38.3 µM]; SMN2 splice up: inconclusive; KinaseGlo FLuc: 1.0%

Results for Clc1ccccc1Oc1cnc2ccccc2n1 ?
LMNA splice mod: 11.2%; CBFb-RUNX1 inh: 25.3%; HTT cytoprotect: -4.7%[10 µM]; HTT aggregate: inconclusive; IMPase Li inh: 0.9%[38.3 µM]; SMN2 splice up: 0.2%; KinaseGlo FLuc: -3.9%

How did O=C(NCC1(c2ccccc2)CCCC1)c1ccccc1Br do in these assays?
LMNA splice mod: inconclusive; CBFb-RUNX1 inh: 12.4%; HTT cytoprotect: 18.9%[10 µM]; HTT aggregate: -7.7%; IMPase Li inh: 1.8%; SMN2 splice up: -28.4%; KinaseGlo FLuc: 3.0%

How did Cc1cccc(Nc2nc(-c3ccncc3)cs2)c1 do in these assays?
LMNA splice mod: inconclusive; CBFb-RUNX1 inh: -8.6%; HTT cytoprotect: inconclusive; HTT aggregate: inconclusive; IMPase Li inh: -6.4%; SMN2 splice up: -3.7%; KinaseGlo FLuc: 1.4%

What do the screens show for `CN1CCN(C(c2cc3cc4c(cc3[nH]c2=O)OCCO4)c2nnnn2C2CCCC2)CC1` (configuration not stated)?
CBFb-RUNX1 inh: -1.1%; HTT cytoprotect: -29.9%; HTT aggregate: -11.3%; IMPase Li inh: 2.0%; SMN2 splice up: -17.7%; KinaseGlo FLuc: -3.5%

Results for CCOC(=O)COc1cc(Br)c(C2NC(=O)NC(C)=C2C(C)=O)cc1OCC (configuration not stated) ?
LMNA splice mod: 12.7%; CBFb-RUNX1 inh: 0.6%; HTT cytoprotect: -5.2%; HTT aggregate: 13.3%; IMPase Li inh: 38.0%[activator][38.3 µM]; SMN2 splice up: 3.1%; KinaseGlo FLuc: 0.2%

Results for Cc1cc(COc2ccccc2OCCN2CCN(C)CC2)no1 ?
LMNA splice mod: 2.2%; CBFb-RUNX1 inh: 4.5%; HTT cytoprotect: -17.7%; HTT aggregate: -2.7%; IMPase Li inh: 4.5%[38.3 µM]; SMN2 splice up: -11.2%; KinaseGlo FLuc: 4.1%

How did COCCNS(=O)(=O)c1cc(C)c(C)cc1C do in these assays?
LMNA splice mod: 2.5%; CBFb-RUNX1 inh: 8.3%; HTT cytoprotect: 2.4%[10 µM]; HTT aggregate: 4.1%; IMPase Li inh: 5.5%; SMN2 splice up: 14.4%; KinaseGlo FLuc: -2.0%

What do the screens show for `Cc1nnc(SCC2CCCO2)n1-c1ccccc1` (configuration not stated)?
LMNA splice mod: -2.0%; CBFb-RUNX1 inh: 1.4%; HTT cytoprotect: -2.7%[10 µM]; HTT aggregate: 3.8%[9.22 µM]; IMPase Li inh: -0.9%[38.3 µM]; SMN2 splice up: -3.3%; KinaseGlo FLuc: 0.8%

What do the screens show for `CCOc1cc(N2CCOCC2)c(OCC)cc1NC(=O)CN1C(=O)NC2(CCc3ccccc32)C1=O` (configuration not stated)?
LMNA splice mod: 4.3%; CBFb-RUNX1 inh: -7.1%; HTT cytoprotect: -8.7%; HTT aggregate: 13.1%; IMPase Li inh: 27.7%[38.3 µM]; SMN2 splice up: -22.2%; KinaseGlo FLuc: -0.2%

What do the screens show for `Nc1nnc(CC(=O)N/N=C/c2cccc([N+](=O)[O-])c2)s1`?
LMNA splice mod: -0.7%; CBFb-RUNX1 inh: -0.5%; HTT cytoprotect: -8.8%; HTT aggregate: -13.2%; IMPase Li inh: -6.0%[38.3 µM]; SMN2 splice up: -10.3%; KinaseGlo FLuc: 0.0%

Results for CC1=NN(C(C#N)c2ccccc2O)C(C)(C)C1 (configuration not stated) ?
LMNA splice mod: 9.1%[46 µM]; CBFb-RUNX1 inh: 8.8%; HTT cytoprotect: -11.1%[10 µM]; HTT aggregate: -23.1%[9.22 µM]; IMPase Li inh: 4.4%; KinaseGlo FLuc: -1.7%

How did CC[C@@]1([N+](=O)[O-])C[C@H]2C=C[C@@H]1C2 do in these assays?
HTT cytoprotect: 15.9%[10 µM]; IMPase Li inh: 4.7%; SMN2 splice up: -5.7%[9.22 µM]; KinaseGlo FLuc: -3.1%[7.66 µM]

Results for CC1(C)C[C@@H]2C(=O)CCC3O[C@@]3(C)CCC21 (some centres not stated) ?
LMNA splice mod: -7.5%; IMPase Li inh: 0.0%; SMN2 splice up: -2.2%; KinaseGlo FLuc: -0.5%

Results for CCCCCn1c(SCCC(C)C)nc2c1c(=O)[nH]c(=O)n2C ?
LMNA splice mod: 0.1%; CBFb-RUNX1 inh: 1.4%; HTT cytoprotect: 0.7%[10 µM]; HTT aggregate: inconclusive; IMPase Li inh: 18.3%; SMN2 splice up: -9.6%; KinaseGlo FLuc: 2.1%

How did O=C(NO)c1ccccc1O do in these assays?
LMNA splice mod: inconclusive; CBFb-RUNX1 inh: 9.3%; HTT aggregate: 12.3%; IMPase Li inh: 0.2%; SMN2 splice up: -0.2%; KinaseGlo FLuc: -0.7%

How did COc1ccc(-n2c(=O)c3ccccc3n(CC(=O)NC3CCCCC3)c2=O)cc1 do in these assays?
LMNA splice mod: 0.7%; CBFb-RUNX1 inh: 5.1%; HTT cytoprotect: 6.8%; HTT aggregate: 23.0%; IMPase Li inh: 19.3%[38.3 µM]; SMN2 splice up: -1.8%; KinaseGlo FLuc: -3.7%

Results for CCOC(=O)COc1cc(=O)n(CC)c2ccccc12 ?
LMNA splice mod: -1.9%; CBFb-RUNX1 inh: -1.2%; HTT cytoprotect: -6.0%; HTT aggregate: -20.9%; IMPase Li inh: -2.8%[38.3 µM]; SMN2 splice up: -5.1%; KinaseGlo FLuc: -1.0%
